PP5 inh: blocks human protein phosphatase 5 activity. purified PP5c, OMFP substrate fluorescence. inhibition, % at 6.7 µM. 0.18% of 320,000 active. AID 1987;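 active means inhibition above the campaign's mean inhibition across all tested compounds plus 3 SD, cut at about 9.5% in these data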;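 further: 0% = DMSO only and 100% = 100 µM cantharidin control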
Target sequence (P53041 whole entry, looked up): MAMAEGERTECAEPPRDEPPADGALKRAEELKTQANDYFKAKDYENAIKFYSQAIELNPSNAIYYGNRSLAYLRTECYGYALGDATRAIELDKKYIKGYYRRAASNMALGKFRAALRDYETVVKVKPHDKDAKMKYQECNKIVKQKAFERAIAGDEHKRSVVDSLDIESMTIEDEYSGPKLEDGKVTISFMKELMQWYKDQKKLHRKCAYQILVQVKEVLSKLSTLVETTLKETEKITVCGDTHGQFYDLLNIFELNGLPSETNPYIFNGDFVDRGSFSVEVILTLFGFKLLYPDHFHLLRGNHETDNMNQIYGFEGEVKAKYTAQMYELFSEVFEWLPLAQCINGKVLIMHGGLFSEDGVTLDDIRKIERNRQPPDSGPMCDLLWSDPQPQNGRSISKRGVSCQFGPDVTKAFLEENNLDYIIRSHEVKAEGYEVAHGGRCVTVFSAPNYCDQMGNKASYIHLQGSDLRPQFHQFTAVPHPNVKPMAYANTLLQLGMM
CTSL1 counter: counter-screen for PFM18AAP inhibitors: inhibitors of F. hepatica cathepsin L1. recombinant F. hepatica cathepsin L1, Z-Leu-Arg-MCA fluorescence. inhibition, % at 5.96 µM. 0.49% of 300,000 active. AID 1906;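 active means inhibition above the mean of all tested compounds plus 3 SD, set per screening campaign, cut at about 17% in these data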;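 further: 0% = plate median of test compound wells and 100% = 1 µM Z-Phe-Ala-diazomethylketone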
core dimer inh: HCV core protein dimerization inhibition; TR-FRET GST/Flag-core106 dimerization, 1536-well; inhibition, % at 5 µM; 0.33% of 300,000 active; AID 1899;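 active means inhibition above the mean of all tested compounds plus 3 SD, set per screening campaign, cut at about 45% in these data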
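Assay system: Tagged HCV core106 pair (GST and Flag) | Buffer or medium: KF-containing HEPES buffer, pH 7.45, DTT, CHAPS, BSA | Also added: Eu donor and XL665 acceptor anti-tag antibodies | Dosing: One concentration, 5 µM, in 0.5% DMSO | Timing: 4 h at 22.5 °C | Technique: TR-FRET 671 and 617 nm emission | Repeats: Singlicate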
TPT1 inhibitor: blocks Candida albicans tRNA 2'-phosphotransferase. inhibition, % at 5 µM. recombinant caTPT1, FP RNA substrate dephosphorylation. AID 1962. 0.81% of 300,000 active;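 active means inhibition above the mean of all tested compounds plus 3 SD, set per screening campaign, cut at about 24% in these data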;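 further: plate controls were DMSO alone for no effect and ferristatin control at 100 nM for full effect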
procasp3 activ: activates human procaspase-3 | P42574 | recombinant procaspase-3 D3A, Ac-DEVD-pNA absorbance 405 nm | activation, % at 8.5 µM | 0.11% of 330,000 active | AID 463141;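 active means activation above the mean of all tested compounds plus 3 SD, cut at about 21% in these data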;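 further: 0% = DMSO alone and 100% = DMSO wells spiked with extra 5 µM PC-3 D3A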
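Assay system – Procaspase-3 D3A mutant, all three cleavage aspartates alanine · Controls – DMSO-only low control, 5 µM PC-3 D3A high control · Schedule – 1 h compound preincubation, 2 h substrate hydrolysis at 25 °C · Signal – 405 nm absorbance of p-nitroaniline, reads at 0 and 120 min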
Efflux pump mplx: blocks antifungal efflux pumps in multiplex yeast assay | 0.44% of 330,000 active | inhibition, % at 10 µM | S. cerevisiae Candida pump triplex, Nile Red efflux;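 active means plate passing quality check with inhibition over a set limit, or well fluorescence over plate mean plus 4 SD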;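 further: Nile Red retained in pooled yeast measured as flow cytometry median fluorescence; 0% = buffer negative control and 100% = Enniatin B positive control; higher means more Nile Red kept so more efflux inhibition; some compounds called inactive have numbers as strong as hits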
JMJD2C inh: blocks human GASC-1 demethylase activity; GST-JMJD2C(1-420) H3K9me3 demethylation, DELFIA europium; AID 2099; inhibition, % at 2.35 µM; Q9H3R0; 0.069% of 330,000 active;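 active means more than half of a compound's replicate wells show inhibition beyond 50%, single wells judged on their own value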;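 further: signal counts dimethyl H3K9 product captured on neutravidin plate; 0% = median of DMSO wells and 100% = 0.3 times that DMSO median; strong numbers were not always called active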
procasp7 counter: counter-screen: procaspase-7 (human) activation; 0.093% of 330,000 active; AID 463210; recombinant procaspase-7, Ac-DEVD-pNA absorbance 405 nm; D23A/D198A/D206A triple mutant, cannot self-cleave; scale: DMSO 0, 5 µM enzyme 100; activation, % at 8.5 µM;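 active means percent activation above the screen-wide mean plus 3 SD, cut at about 25% in these data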
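buffer or medium = Zinc-free HEPES/NaCl buffer, pH 7.4 | material = Procaspase-7 triple mutant (PC-7 D3A) | input = 2 µM procaspase-7 mutant as dispensed | signal = Epi-absorbance of released pNA at 405 nm, two timepoints | timing = 1 h preincubation, 2 h reaction | replicates = singlicate compound testing | evaluation = % activation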
PP1 inh: counter-screen for PP5 inhibitors: inhibitors of human PP1-alpha; P62136; inhibition, % at 6.7 µM; 0.9% of 320,000 active; AID 2235; purified PP1alpha, OMFP fluorescence;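 active means inhibition above the mean inhibition of all tested compounds plus 3 SD, computed separately for each screening campaign, cut at about 15% in these data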
Target sequence (P62136 whole entry, looked up): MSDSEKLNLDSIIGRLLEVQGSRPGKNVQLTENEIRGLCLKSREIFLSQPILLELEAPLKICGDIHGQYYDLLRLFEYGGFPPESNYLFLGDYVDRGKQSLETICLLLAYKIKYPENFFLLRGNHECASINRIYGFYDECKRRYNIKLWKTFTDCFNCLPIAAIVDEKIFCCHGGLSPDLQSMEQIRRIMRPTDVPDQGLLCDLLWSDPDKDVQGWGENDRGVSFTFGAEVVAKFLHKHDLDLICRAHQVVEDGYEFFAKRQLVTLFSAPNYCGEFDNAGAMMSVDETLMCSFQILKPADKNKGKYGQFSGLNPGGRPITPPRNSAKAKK
* = called active by the depositor; x = no result given.

Fields – PP5 inh	CTSL1 counter	core dimer inh	TPT1 inhibitor	procasp3 activ	Efflux pump mplx	JMJD2C inh	procasp7 counter	PP1 inh
Cc1cccc(C(=O)N2CCC(Cc3ccccc3)CC2)c1[N+](=O)[O-]
  -1.4	0	-1	3	3	3.2	-12	-2	2
O=c1cc(-c2ccsc2)oc2ccc(-c3ccc4cc[nH]c4c3)cc12
  x	x	x	x	4	-0.2	4	0	x
COC(=O)c1cccnc1NC(=S)NNC(=O)c1ccncc1
  1.3	-4	-6	-2	0	0.0	-1	-4	-3
COc1ccc(C(=O)Nc2cc(OC)c(Cl)cc2Cl)cc1
  2.1	1	-2	-2	6	0.1	30	-1	1
O=C(Nc1ccccc1Cl)c1ccc2c(c1)N(Cc1ccc(F)cc1)C(=O)CS2=O (stereo not given)
  -0.7	-3	-4	3	9	-0.1	3	6	-3
Cc1cccc(N(Cc2ccccc2F)S(C)(=O)=O)c1
  0.3	2	-3	2	7	-0.1	1	5	-2
Cc1ccc(/C=C/C(=O)O)cc1S(=O)(=O)NCCCC(=O)O
  -0.7	0	0	-2	6	0.1	3	-3	-1
COc1cccc(OC)c1NC(=O)Cc1nn(C)c(=O)c2ccccc12
  0.9	4	-9	-3	-4	0.0	0	6	-1
CCOc1nc(-c2ccccc2O)nc2ccccc12
  1.6	-3	-3	-6	-4	-0.8	-24	-7	-7
COc1ccc(Nc2cc(C(=O)NCc3ccco3)c3ccccc3n2)cc1
  0.3	-3	6	1	-55	0.0	-10	-54	13
CC[C@@H]1C=C(C(=O)O)[C@H](c2ccc(OC)c(OC)c2)N1S(=O)(=O)c1ccc(C)cc1
  x	x	x	x	2	-0.2	30	9	x
COc1ccc(-c2c(-c3ccc(OC)cc3O)nc(C)nc2C(F)(F)F)cc1
  1.8	1	5	-2	-4	0.0	-16	6	-2
CCOC(=O)c1[nH]c2cc(OC)c(OC)cc2c1NC(=O)c1nonc1C
  6.6	2	-2	0	-10	0.8	-19	-7	-4
O=c1nc(N2CCCCC2)nc2n1CCO2
  1.3	1	-6	-3	-6	0.1	4	-9	-4
O=C(CNS(=O)(=O)c1ccccc1)N1CCN(C(=O)c2ccco2)CC1
  -1.1	0	-1	0	3	0.0	72	12	-1
CNc1cc(F)nc(F)n1
  2.8	-2	-4	-2	6	-0.1	2	4	1
Cc1ccc(C)c(-c2nnc(NC(=O)c3ccc([N+](=O)[O-])o3)o2)c1
  -1.4	5	1	0	6	0.0	7	-8	15
O=C(Nc1ccccn1)c1csc2c1CCCC2
  2.5	-4	-9	-1	5	0.2	1	5	1
N#C/C(=C\c1c(N2CCC(C(N)=O)CC2)nc2ccccn2c1=O)C(=O)NCc1ccco1
  2.2	-1	-7	3	-3	0.0	1	-13	0
Cc1ccc(CN2CCN(Cc3cnc(N4CCOCC4)s3)CC2CCO)o1 (stereo not given)
  -1.7	1	-6	-1	-1	0.1	14	0	-3

The final three entries of the part before lead into the next:
Fields – PP5 inh	CTSL1 counter	core dimer inh	TPT1 inhibitor	procasp3 activ	Efflux pump mplx	JMJD2C inh	procasp7 counter	PP1 inh
O=C(Nc1ccccn1)c1csc2c1CCCC2
  2.5	-4	-9	-1	5	0.2	1	5	1
N#C/C(=C\c1c(N2CCC(C(N)=O)CC2)nc2ccccn2c1=O)C(=O)NCc1ccco1
  2.2	-1	-7	3	-3	0.0	1	-13	0
Cc1ccc(CN2CCN(Cc3cnc(N4CCOCC4)s3)CC2CCO)o1 (stereo not given)
  -1.7	1	-6	-1	-1	0.1	14	0	-3
CN(CC(=O)Nc1ccccc1Cl)C(=O)CSc1nnc(-c2ccco2)o1
  -0.6	2	0	1	-2	0.2	-3	5	-3
COCCCN1C(=O)N(c2ccccc2)C(=O)C1CC(=O)Nc1ccccc1 (stereo not given)
  -2.0	1	0	-3	-3	-0.1	7	4	-3
Cc1ccc(C)c(NC(=O)NNS(=O)(=O)c2ccc(C)c(C)c2)c1
  4.5	-3	-5	-3	8	0.1	-17	1	2
COC(=O)c1cc(S(=O)(=O)NCc2ccccc2OC)cn1C
  -3.2	1	-5	-1	-2	0.1	-6	6	-5
O=C(O)c1csc(Br)c1Br
  0.1	1	5	-4	-4	-0.1	-18	5	-2
CCCCC(=O)Nc1cccc(NC(=O)CC)c1
  -1.0	-2	0	-2	4	0.0	6	-10	-4
C=CCc1cc(OC)ccc1OCCN(C)Cc1ccccc1
  -0.4	0	-2	0	2	-0.1	-22	-11	1
N#CC(c1ccc(Cl)cc1)c1ccc(Cl)nn1 (stereo not given)
  1.2	-2	3	1	-1	0.0	-7	5	0
COc1cccc(C(=O)Nc2ccccc2N2CCN(C(=O)c3ccccc3)CC2)c1
  x	x	x	x	7	-0.1	3	7	x
OC(CN1CCNCC1)Cn1c2ccccc2c2ccccc21 (stereo not given)
  0.8	-14	2	-4	-3	-0.1	-6	-2	-2
CCCCOc1ccc(OCCSc2nc3ccccc3n2CC(=O)O)cc1
  9.0	1	6	-27	-4	0.0	4	10	3
CCn1c(SCC(=O)Nc2ccccc2OC)nc(O)cc1=O
  -1.2	-5	4	0	11	0.0	-42	4	-3
CCCCC(NC(C)=O)c1nc2ccccc2n1CCCC (stereo not given)
  1.2	-2	2	2	3	0.0	-8	-10	-6
COc1cccc(/C=C2\SC(=S)N(CCCC(=O)N3CCCC3)C2=O)c1
  3.3	8	8	1	-6	0.0	1	-11	4
CC1=CCC2C(=O)N(c3nc(C)cc(C)n3)C(=O)C2C1 (stereo not given)
  3.4	0	-2	-4	-5	0.1	-2	5	2
COc1cccc(C(C#N)N2CCOCC2)c1 (stereo not given)
  1.2	-1	-5	0	1	0.1	4	9	0
O=C(c1ccc(C#Cc2ccccc2)o1)N1CCN(c2ccccn2)CC1
  1.8	2	3	-2	-1	0.4	-5	-2	-1
COc1ccccc1OCCNC(=O)C1CC(=O)N(c2ccc3c(c2)OCCO3)C1 (stereo not given)
  -1.9	-6	1	-4	0	0.0	0	-1	-3
CCc1ccc(N(CC(=O)NC2CCCCC2)S(=O)(=O)c2c(C)noc2C)cc1
  -0.2	2	3	2	15	0.3	17	-5	-5
COc1cc(OC)cc(C(=O)N[C@H](C(=O)Nc2nc3c(s2)CCCC3)C(C)C)c1
  3.6	2	10	4	2	0.0	7	-5	6
CCOCCCNC(=O)c1ccccc1Br
  2.0	-1	-5	-1	-4	-0.2	-184	10	3
CC(C)N(Cc1nccn1C)C(=O)CCc1nnc(CCCc2ccccc2)o1
  0.9	-3	-1	0	6	0.4	5	0	-4
COc1ccc(/C=N/NC(=O)C(=O)N2CCCC2)cc1OC
  -3.1	1	0	-2	-2	0.2	-32	10	-1
COc1ccc(N(CC(=O)NCC2CCCO2)S(=O)(=O)c2ccc(C)cc2)cc1OC (stereo not given)
  4.6	-3	-12	-2	3	0.0	-160	5	-2
Cc1ccc(Cl)cc1NC(=O)C1COc2ccccc2O1 (stereo not given)
  1.9	0	1	-1	3	0.0	-4	2	3
Cc1nn(C)cc1/C=N/NC(=O)C(C)(C)Oc1ccc(Cl)cc1
  0.0	-1	-3	2	7	-0.2	-6	18	3
CCC(C)NC(=O)CNC(=O)c1nn(-c2ccc(OC)cc2OC)c(=O)c2ccccc12 (stereo not given)
  -7.0	-7	-6	3	-2	0.4	-25	0	-10
O=C(O)c1cccc(NC(=S)NC(=O)c2ccncc2)c1
  2.2	-3	-2	-4	-4	-0.3	30	-16	-7
Cc1c(S(=O)(=O)NCc2ccccc2)c(=O)n(C)c(=O)n1C
  0.6	0	-1	0	3	-0.1	3	-1	-4
CCS(=O)(=O)N1Cc2ccccc2CC1C(=O)Nc1nccs1 (stereo not given)
  -5.6	-9	15	-3	-6	0.9	-7	-6	-2
Cc1c(-c2cccc(Cl)c2)nc2ccccc2c1C(=O)OCC(=O)N(C)C1CCS(=O)(=O)C1 (stereo not given)
  1.6	5	2	-7	-4	0.1	5	1	-4
NC1=NC(=O)/C(=C/C=C/c2cccs2)S1
  1.3	1	-18	-2	-4	0.1	-5	-4	2
CC1CCCN(C(=O)c2ccc(NS(=O)(=O)c3cccc([N+](=O)[O-])c3)cc2)C1 (stereo not given)
  -0.3	-1	3	0	8	0.0	2	6	-7
Cc1cc(OCCCC(=O)Nc2cccc(-n3cnnn3)c2)ccc1Cl
  2.0	-1	0	-1	0	0.3	-2	-6	2
CCOc1cc(/C=N/Nc2nc(N3CCCCC3)nc(N3CCCCC3)n2)ccc1OC(=O)c1ccco1
  -3.5	-1	18	-1	8	0.5	7	1	-5
COc1ccc(C)cc1S(=O)(=O)N(C)CC(=O)N1CCCCC1
  -1.8	-3	-2	-2	-3	-0.1	-4	-2	-4
Cn1nc(C(F)(F)F)c(C(=O)Nc2cccc(Cl)c2)c1Cl
  0.1	1	-15	-2	-3	0.0	-2	4	0
O=C(Nc1ccc2[nH]ncc2c1)c1ccccc1
  0.3	1	4	0	2	-0.1	1	-1	-3
CCOC(=O)C1=C(C)OC(N)=C(C#N)C1c1ccc(C)s1 (stereo not given)
  -1.2	-6	1	-7	0	0.1	3	4	-1
CCOC(=O)c1ccccc1NC(=O)CN1C(=O)NC(C)(CCc2ccccc2)C1=O (stereo not given)
  2.0	13	3	5	9	0.2	7	3	0
O=C(Nc1cccc(S(=O)(=O)N2CCCC2)c1)c1ccc2c(=O)n3c(nc2c1)CCCCC3
  1.5	-2	1	-1	2	0.0	-1	1	0
CC(C)C1Oc2ccccc2N(CC(=O)N(Cc2ccccn2)C2CC2)C1=O (stereo not given)
  2.1	-3	1	-1	-3	0.1	5	8	3
O=C(NC1CCCC1)C(c1c(F)cccc1Cl)N(C(=O)c1csnn1)C1CC1 (stereo not given)
  1.3	0	-8	0	-3	-0.1	4	-10	-2
CC(=O)c1cccc(S(=O)(=O)NCCCN2CCOCC2)c1
  -0.7	x	x	x	6	0.1	-19	-7	-4
Cc1c(OCC(=O)NCCCn2ccnc2)ccc2c3c(c(=O)oc12)CCCC3
  0.5	2	8	0	1	-0.1	6	5	-3
CCn1c(=NC(=O)c2cccc(N3C(=O)CCC3=O)c2)sc2c(OC)ccc(OC)c21
  -3.7	-3	0	2	-6	0.1	7	3	-6
O=C(O)Cc1csc2ccccc12
  -0.3	1	-4	0	5	-0.1	-6	14	1
CCOc1cc2ccccc2cc1C(=O)Nc1ccccn1
  5.2	-2	0	3	-2	0.1	-2	-9	4
Cc1c(C(=O)Nn2cnnc2)oc2ccccc12
  2.8	-4	-3	-4	9	0.1	-1	-7	-1

Screens (PubChem BioAssay)
